SW480 rerep: A quantitative high throughput screen for small molecules that induce DNA re-replication in SW480 colon adenocarcinoma cells | 1.8% of 340,000 active | Potency, µM (highest dose often 46.1 µM), for inactives: at the top dose re-replication activation, hits mostly activators | SW480 DNA re-replication, Hoechst DNA content imaging, 48 h; also: potency is read from the fitted curve at half-maximal effect; % of control where 0% means no effect; nearly all actives have a fitted effect of over 55% in size
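Quantitative HTS format with DMSO vehicle controls; 48 hr drug incubation at 37 C, then 40 min Hoechst staining and scanning imager measurement at 405 nm excitation.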
HepG2 tox: qHTS for Inhibitors of TGF-b: Cytotox Counterscreen; 0.76% of 410,000 active; HepG2 CAGA-GFP viability, ATP luminescence, 18 h; Potency, µM (doses to about 46.1 µM), for the others: at the top dose activity change, negative = cytotoxicity, most hits filed as cytotoxic; also: potency is read from the fitted curve at half-maximal effect; some results filed as inactive show a strong effect at the top dose
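CellTiter-Glo luminescence gave cytotoxicity after 18 hours at 37 degrees C. The cells were HepG2 CAGA-GFP in 1% FBS DMEM, stimulated with 500 pg/mL TGF-beta after compound addition. %Activity was normalised to no-cell wells (complete cell-killing) and DMSO (no toxicity), and curves were fitted and classified.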
HT1080NT lethal: qHTS for induction of synthetic lethality in tumor cells producing 2HG: qHTS for the HT-1080-NT fibrosarcoma cell line; 1.6% of 360,000 active; AID 686970, 2013; Potency, µM (series often up to 46.1 µM), for inactives: at the top dose activity, negative = less viability, hits mostly cytotoxic; HT-1080-NT fibrosarcoma viability, CellTiter-Glo ATP luminescence, 48 h;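 also: NT is the 2HG producing partner of a matched IDH1 knockdown line; potency is read from the fitted curve at half-maximal effect; 0% = DMSO-treated cells and -100% = media-only wells without cells; nearly all actives have a fitted effect of over 55% in size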
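Read-out is CellTiter-Glo luminescence after 10 minutes at room temperature, following 48 hours' compound treatment of HT-1080-NT cells (750 cells/well, RPMI, 5% FBS, 37 degrees C).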
MCF10A rerep: A quantitative high throughput screen for small molecules that induce DNA re-replication in MCF 10a normal breast cells | MCF 10A DNA re-replication, Hoechst nuclear intensity, 48 h | Potency, µM (doses to about 46.1 µM), without a hit: at the highest dose activity, positive = re-replication, usual class: activators | 2.9% of 350,000 active | AID 624296, 2012; also: potency is read from the fitted curve at half-maximal effect; % of control where 0% means no effect; nearly all actives have a fitted effect of over 50% in size
ATXN2 expr inh: Primary qHTS for Inhibitors of ATXN expression. Potency, µM (top dose mostly 57 µM), for inactives: top-dose activity change, negative = inhibition, most hits filed as inhibitors. 0.72% of 360,000 active. AID 1745845, 2022. HEK-293 ATXN2-luciferase reporter, luminescence, 24 h; also: potency is read from the fitted curve at half-maximal effect; % is scaled to controls: 0 for no effect and ±100 for the full control effect; nearly all actives have a fitted effect of over 55% in size
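qHTS (up to 57 uM final) was run with 24 h compound exposure of reporter cells at 37 °C. Each well was multiplexed: SteadyGlo luminescence measured ATXN2-luciferase expression after a fluorogenic Gly-Phe-AFC viability readout (25 uM final).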
ATXN viability: Viability Counterscreen for Primary qHTS for Inhibitors of ATXN expression; Potency, µM (titrated, usually from 56.7 µM), usual class: cytotoxic; AID 651635, 2014; S2 cells (HEK-293 line with an ATXN2-luciferase reporter) viability, CellTiter-Fluor protease fluorescence, 24 h; 0.49% of 400,000 active; also: potency is read from the fitted curve at half-maximal effect; nearly all actives have a fitted effect of over 40% in size
IL1B secr inh: qHTS for Inhibitors of Inflammasome Signaling: IL-1-beta AlphaLISA Primary Screen. THP-1 LPS/ATP IL-1B secretion, AlphaLISA, 16 h; hits give low values. 4.7% of 360,000 active. activity change, % at 57.5 µM. AID 743279, 2014; in the data active = activity change below about -50%; inconclusive = mostly about -30% to -49%; also: % is scaled to controls: 0 for no effect and ±100 for the full control effect
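Secreted IL-1B measured by AlphaLISA bead assay after 16 h compound exposure of THP-1 cells; compounds (final up to 57.5 uM) added 1 h before LPS (250 ng/mL) and ATP (1.25 mM) stimulation; lower signal means less secretion.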
KB-3-1 tox: qHTS assay for MDR1-selective chemotherapeutics: Primary screen using the parental adenocarcinoma cell KB-3-1; 1.4% of 400,000 active; Potency, µM (highest dose often 46.1 µM), without a hit: top-dose activity change, negative = cytotoxic, hits mostly cytotoxic; KB-3-1 viability, CellTiter-Glo ATP luminescence, 72 h; also: potency is read from the fitted curve at half-maximal effect; % is scaled to controls: 0 for no effect and ±100 for the full control effect; nearly all actives have a fitted effect of over 60% in size
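Parental KB-3-1 viability, qHTS format: 72 h compound exposure, 37 °C; CellTiter-Glo; media-only wells and DMSO plates as controls; concentration-effect fits on corrected data.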
HT1080 IDH1KD tx: qHTS for induction of synthetic lethality in tumor cells producing 2HG: qHTS for the HT-1080-IDH1KD cell line; HT-1080 IDH1 knockdown viability, ATP luminescence, 48 h; Potency, µM (titrated, usually from 46.1 µM), for inactives: at the highest dose activity, negative = toxicity, hits mostly cytotoxic; 2% of 360,000 active; AID 686971, 2013;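 also: potency is read from the fitted curve at half-maximal effect; 0% = DMSO wells and -100% = cell-free medium wells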
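Cytotoxicity counter-line: IDH1KD HT-1080, 48 h, CellTiter-Glo. Curves classed by r2, magnitude and activity.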
Starred values were filed as active, the others as inactive; i = inactive; ? = inconclusive; / = no result given. Unless noted, calls follow the shape of the dose curve; as a rule, active = well fitted curve in the direction sought with a large enough effect; inconclusive = small, poorly fitted or top-dose-only effect, or another doubt; inactive = no such curve, though single readings can be large; an effect the other way counts as inactive or inconclusive.

Order of results: SW480 rerep	HepG2 tox	HT1080NT lethal	MCF10A rerep	ATXN2 expr inh	ATXN viability	IL1B secr inh	KB-3-1 tox	HT1080 IDH1KD tx
CCc1cc2c(=O)n(Cc3ccco3)c(SCC(=O)N3CCCc4ccccc43)nc2s1
    -10%	-16%	-17%	?	-12%	?	-27	2%	-21%
Cc1cc(C)n(-c2nc3ccccc3c3nc(C)nn23)n1
    3%	-1%	3%	-12%	-9%	i	?	-6%	-5%
Cc1occc1C(=O)NNC(=O)COc1ccc(Br)cc1Br
    1%	-2%	-1%	4%	38%	i	4	-5%	-10%
COC(=O)CC1NCCNC1=O (stereo unspecified)
    6%	12%	15%	6%	3%	i	0	7%	18%
COc1ccc(CCN2C(=O)c3ccncc3C2=O)cc1OC
    -3%	-5%	17%	-1%	-6%	?	13	6%	5%
CCNC(=O)C1CCCN(C(=O)c2cccc(Cl)c2)CC1 (stereo unspecified)
    /	-9%	23%	/	3%	i	31	0%	8%
CC(=O)CC(=O)Nc1ncccn1
    5%	-2%	17%	-2%	-7%	i	-1	-9%	10%
CCn1nc(C)c(CN2CCc3c([nH]c4ccccc34)C2c2ccc(F)c(OC)c2)c1C (stereo unspecified)
    24%	-28%	-29%	5%	-27%	i	-15	?	-2%
CC(c1ccccc1)N1CCC(CNC(=S)Nc2cccc(Cl)c2)C1 (stereo unspecified)
    ?	-13%	18µM*	?	?	?	-80*	-1%	18µM*
Cc1ccc(NC(=O)c2ccc(C)c(S(=O)(=O)N3CCCCCC3)c2)cc1
    /	-12%	/	/	-4%	?	/	?	/

Order of results: SW480 rerep	HepG2 tox	HT1080NT lethal	MCF10A rerep	ATXN2 expr inh	ATXN viability	IL1B secr inh	KB-3-1 tox	HT1080 IDH1KD tx
COc1ccc(NC(=O)CN(C)C(=O)Cc2coc3cc(C)c(C)cc23)cc1
    -15%	0%	-2%	10%	0%	?	-5	15%	3%
Cc1cc(C)c(N=Cc2c(O)c3ccccc3oc2=O)c(C)c1
    1%	-13%	3%	?	27%	i	-15	0%	-2%
CC(C)c1ccc2occ(CC(=O)N(Cc3ccc(F)cc3)C3CCS(=O)(=O)C3)c2c1 (stereo unspecified)
    /	-23%	/	/	?	?	/	?	/
C=Cc1ccc(Cn2c(=O)n(-c3ccccc3C)c(=O)c3c4c(sc32)CN(C(C)=O)CC4)cc1
    /	-18%	/	/	?	?	/	-2%	/
Cc1ccccc1C(=O)N1CCC(C(=O)Nc2ccc(S(=O)(=O)N3CCOCC3)cc2)CC1
    -2%	-18%	-2%	0%	/	i	27	?	5%
CCN1CCN(C(c2ccc(OC)c(OC)c2)c2nnnn2C(C)(C)C)CC1 (stereo unspecified)
    1%	6%	7%	?	3%	i	0	17%	17%
CC1CCN(CC(=O)Nc2ccc(S(=O)(=O)N3CCCC(C)C3)cc2)CC1 (stereo unspecified)
    -14%	-50%	-8%	20%	-6%	?	-51*	-8%	-8%
CCOC(=O)C1(Cc2cccc(Cl)c2)CCCN(C(=O)c2cc(C)n(C)n2)C1 (stereo unspecified)
    -10%	4%	14%	7%	-18%	i	-5	-1%	-8%
Cc1ccc(-c2nn(-c3ccccc3)cc2C(=O)NCCCN2CCCC2=O)cc1
    4%	4%	-6%	-9%	0%	i	0	3%	2%
O=C(Nc1ccccc1C(F)(F)F)c1cc2nc(-c3ccccc3)cc(-c3ccccc3)n2n1
    /	-7%	/	/	1%	i	/	-1%	/

Order of results: SW480 rerep	HepG2 tox	HT1080NT lethal	MCF10A rerep	ATXN2 expr inh	ATXN viability	IL1B secr inh	KB-3-1 tox	HT1080 IDH1KD tx
Cc1ccc(Cn2ncc3c(N4CCN(Cc5ccc(Cl)cc5)CC4)ncnc32)cc1
    11%	-2%	-2%	?	-33%	i	13	?	-12%
O=C(Nc1ccc(OC(F)(F)F)cc1)c1cc2ccccn2n1
    /	-13%	/	/	15%	?	/	10µM*	/
CCOC(=O)c1nnsc1Nc1ccc(C)c(C)c1
    -28%	-10%	-12%	1%	-7%	i	24	?	23%
COc1ccc(OC)c(C(c2nnnn2Cc2ccccc2)N2CCN(C)CC2)c1 (stereo unspecified)
    4%	2%	-5%	3%	-7%	i	-10	2%	-6%

Some of the entries so far, as a markdown table:
| Compound | SW480 rerep | HepG2 tox | HT1080NT lethal | MCF10A rerep | ATXN2 expr inh | ATXN viability | IL1B secr inh | KB-3-1 tox | HT1080 IDH1KD tx |
| --- | --- | --- | --- | --- | --- | --- | --- | --- | --- |
| Cc1ccc(Cn2ncc3c(N4CCN(Cc5ccc(Cl)cc5)CC4)ncnc32)cc1 | 11% | -2% | -2% | ? | -33% | i | 13 | ? | -12% |
| O=C(Nc1ccc(OC(F)(F)F)cc1)c1cc2ccccn2n1 | / | -13% | / | / | 15% | ? | / | 10µM* | / |

A section from the list above:
Order of results: SW480 rerep	HepG2 tox	HT1080NT lethal	MCF10A rerep	ATXN2 expr inh	ATXN viability	IL1B secr inh	KB-3-1 tox	HT1080 IDH1KD tx
CC(c1ccccc1)N1CCC(CNC(=S)Nc2cccc(Cl)c2)C1 (stereo unspecified)
    ?	-13%	18µM*	?	?	?	-80*	-1%	18µM*
Cc1ccc(NC(=O)c2ccc(C)c(S(=O)(=O)N3CCCCCC3)c2)cc1
    /	-12%	/	/	-4%	?	/	?	/
COc1ccc(NC(=O)CN(C)C(=O)Cc2coc3cc(C)c(C)cc23)cc1
    -15%	0%	-2%	10%	0%	?	-5	15%	3%
Cc1cc(C)c(N=Cc2c(O)c3ccccc3oc2=O)c(C)c1
    1%	-13%	3%	?	27%	i	-15	0%	-2%
CC(C)c1ccc2occ(CC(=O)N(Cc3ccc(F)cc3)C3CCS(=O)(=O)C3)c2c1 (stereo unspecified)
    /	-23%	/	/	?	?	/	?	/
C=Cc1ccc(Cn2c(=O)n(-c3ccccc3C)c(=O)c3c4c(sc32)CN(C(C)=O)CC4)cc1
    /	-18%	/	/	?	?	/	-2%	/
Cc1ccccc1C(=O)N1CCC(C(=O)Nc2ccc(S(=O)(=O)N3CCOCC3)cc2)CC1
    -2%	-18%	-2%	0%	/	i	27	?	5%
CCN1CCN(C(c2ccc(OC)c(OC)c2)c2nnnn2C(C)(C)C)CC1 (stereo unspecified)
    1%	6%	7%	?	3%	i	0	17%	17%
CC1CCN(CC(=O)Nc2ccc(S(=O)(=O)N3CCCC(C)C3)cc2)CC1 (stereo unspecified)
    -14%	-50%	-8%	20%	-6%	?	-51*	-8%	-8%
CCOC(=O)C1(Cc2cccc(Cl)c2)CCCN(C(=O)c2cc(C)n(C)n2)C1 (stereo unspecified)
    -10%	4%	14%	7%	-18%	i	-5	-1%	-8%
Cc1ccc(-c2nn(-c3ccccc3)cc2C(=O)NCCCN2CCCC2=O)cc1
    4%	4%	-6%	-9%	0%	i	0	3%	2%
O=C(Nc1ccccc1C(F)(F)F)c1cc2nc(-c3ccccc3)cc(-c3ccccc3)n2n1
    /	-7%	/	/	1%	i	/	-1%	/
Cc1ccc(Cn2ncc3c(N4CCN(Cc5ccc(Cl)cc5)CC4)ncnc32)cc1
    11%	-2%	-2%	?	-33%	i	13	?	-12%
O=C(Nc1ccc(OC(F)(F)F)cc1)c1cc2ccccn2n1
    /	-13%	/	/	15%	?	/	10µM*	/
CCOC(=O)c1nnsc1Nc1ccc(C)c(C)c1
    -28%	-10%	-12%	1%	-7%	i	24	?	23%

No enrichment for hits, and some 8.9% of all compounds hit somewhere here.
